b-catenin transl: modulators of beta-catenin nuclear translocation, primary screen, imaging, HeLa cells, immunofluorescence, high-content. nuclear translocation activity, % at 5 µM. hit rate 0.3% among 190,000. AID 1665, 2009;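 active = nuclear translocation activity above 50% at 5 µM, with a well cell count of 50 or more; inconclusive = wells under 50 cells across six images, flagged as toxic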;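 note: per-cell ratio of nuclear to cytoplasmic median beta-catenin stain intensity; plate controls were DMSO negative control for no effect and GSK-3 inhibitor IX positive control for full effect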
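Test system: human HeLa cells, endogenous beta-catenin. Times: 24 h compound exposure, 37°C. Measured by: beta-catenin immunofluorescence imaging with DAPI.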
Large T inhibition: SV40 large T antigen inhibitors, biochemical (AID 1903); SV40 large T antigen ATPase/helicase inhibition assay; higher % means a stronger effect; inhibition, % at 20 µM, or IC50 in µM where a hit was titrated; hit rate 0.39% among 310,000; in the data active = a potency from the dose series; inconclusive = inhibition mostly from about 32% at the one dose, without a potency; inactive = the rest, 99 in 100 with inhibition below about 32%; note: strong numbers were not always called active
Myeloid diff MLP: induction of myeloid progenitor differentiation, primary screen, cell-based, flow cytometry, MLPCN library. ER-HoxA9 myeloid progenitors, lysozyme-GFP differentiation. calls only at 10 µM. hit rate 1% among 360,000;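 active = normalized GFP-positive differentiation at or above the plate's own cutoff, the solvent-only control mean plus 3 SD; inconclusive = no clear call, values can overlap the other calls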;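 note: cells exposed to compound for four days before flow analysis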
PhoP inhibition: inhibitors of PhoP regulon expression, primary screen, Salmonella Typhimurium, GFP reporter (AID 1863) | S. Typhimurium PhoP-regulated promoter GFP reporter, 4 h; higher % means a stronger effect | one-dose inhibition, % at 50 µM; IC50 in µM for titrated hits | hit rate 0.16% among 300,000;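 active = inhibition over 29.93%, a cutoff 3 SD above the screen mean, later confirmed by dose response; inconclusive = inhibition over 29.93% but no dose response follow-up; inactive = inhibition at most 29.93% or unconfirmed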;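 note: 0% = low Mg2+ inducing control and 100% = high Mg2+ repressing control; strong numbers were not always called active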
MgcRacGAP inhibition: MgcRacGAP GTPase-activating activity inhibitors, confirmation, biochemical, ADP Hunter fluorescence; one-dose inhibition, % at 30 µM; IC50 in µM for titrated hits; MgcRacGAP-stimulated Rac1 GTP hydrolysis, ADP Hunter fluorescence; higher % means a stronger effect; GST-tagged Rac1 F28L mutant substrate; hit rate 0.6% among 340,000;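 active = first-screen hits whose inhibition reached a set limit at any dose in the follow-up dose series; inconclusive = inhibition above the set first-screen limit but never retested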;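 note: fluorescence reports GDP produced by GAP-driven GTP hydrolysis; strong numbers were not always called active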
WT yeast gro inh: growth inhibition of WT strain, primary screen, mitochondrial fusion inhibitor project, WT and mutant strains, chemical genetic; mitochondrial fusion phenotypic screen; inhibition, % at 10 µM; hit rate 2.1% among 190,000; AID 1362, 2008; in the data active = inhibition above about 58%; tested in S. cerevisiae
T cell HTS: modulators of CD8 T cell-vesicle binding, primary screen, mouse 2C CD8+ T cells, flow cytometry; AID 2052, 2009; calls only at 7 µM; 2C CD8+ T cell-vesicle binding; hits give low values; hit rate 0.068% among 330,000;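 active = response, share of CD8 T cells binding vesicles, and their 90th percentile fluorescence all below set limits, cut at about 80% in these data, passing the limit was not always enough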
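material = purified 2C TCR transgenic mouse naive CD8+ T cells | controls = Unloaded micro-vesicles (low), QL9 vesicles with 0.7% DMSO (high) | detection = cytometric PE anti-B7-1 and Alexa647 anti-CD8 signals after 1% paraformaldehyde fixation | incubation = binding step 1.5 h, 37 °C, antibody labelling 20 min, ice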
West Nile antiviral: West Nile virus antiviral activity, cell-based, CPE readout (AID 1621); CPE inhibition, % at 10 µM, or IC50 in µM where a hit was titrated; hit rate 0.02% among 290,000; West Nile virus-infected cells, CPE inhibition; higher % means a stronger effect; in the data active = a potency from the dose series; inconclusive = CPE inhibition mostly from about 3.7% at the one dose, without a potency; inactive = the rest, 99 in 100 with CPE inhibition below about 2.2%; note: strong numbers were not always called active
RSV antiviral HEp-2: RSV antiviral activity via CPE protection, HEp-2 cells, primary 10 µM value included (AID 2391) | hit rate 0.13% among 310,000 | CPE inhibition, % at 10 µM, or IC50 in µM where a hit was titrated | HEp-2 cells, RSV-induced CPE inhibition; higher % means a stronger effect; in the data active = a potency from the dose series; inconclusive = CPE inhibition mostly from about 23% at the one dose, without a potency; inactive = the rest, 99 in 100 with CPE inhibition below about 21%; note: strong numbers were not always called active
WT yeast gro inh mutant strain: second read-out of WT yeast gro inh, no call of its own (marks repeat the call); inhibition, %; mitochondrial fusion phenotypic screen, mutant strain inhibition
b-catenin transl cell count 5 µM: also measured in b-catenin transl; calls as there; cell count; measured here: cell count, cytotoxicity flag
T cell HTS vesicle-bound %: second read-out of T cell HTS, no call of its own (marks repeat the call); double positive events, %; measured here: CD8+ vesicle-bound cell fraction;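 binding gate set so that unloaded-vesicle control wells show 10% double positive cells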
Myeloid diff MLP GFP+ MAC1+ %: further read-out of Myeloid diff MLP, marked with its call; GFP+ MAC1+ double positive, %; measured here: differentiation confirmed by MAC1 staining
Numbers without * were called inactive; i = inactive; ? = inconclusive; nt = no result given. This is a subset (hit frequency here may not be typical).

The opening 2 entries, to show the layout:
SMILES	b-catenin transl	b-catenin transl cell count 5 µM	Large T inhibition	Myeloid diff MLP	Myeloid diff MLP GFP+ MAC1+ %	PhoP inhibition	MgcRacGAP inhibition	WT yeast gro inh	WT yeast gro inh mutant strain	T cell HTS	T cell HTS vesicle-bound %	West Nile antiviral	RSV antiviral HEp-2
O=[N+]([O-])c1ccc(Cl)cc1	nt	nt	nt	i	1.2	nt	5.5%	nt	nt	i	36.0	nt	4.0%
Cc1ccc(S(=O)(=O)N2CCN(C(=O)COC(=O)Cc3ccccc3)CC2)c(C)c1	nt	nt	26.8%	i	0.6	3.5%	7.5%	nt	nt	i	22.5	nt	0.2%

This part in full, previewed entries included:
SMILES	b-catenin transl	b-catenin transl cell count 5 µM	Large T inhibition	Myeloid diff MLP	Myeloid diff MLP GFP+ MAC1+ %	PhoP inhibition	MgcRacGAP inhibition	WT yeast gro inh	WT yeast gro inh mutant strain	T cell HTS	T cell HTS vesicle-bound %	West Nile antiviral	RSV antiviral HEp-2
O=[N+]([O-])c1ccc(Cl)cc1	nt	nt	nt	i	1.2	nt	5.5%	nt	nt	i	36.0	nt	4.0%
Cc1ccc(S(=O)(=O)N2CCN(C(=O)COC(=O)Cc3ccccc3)CC2)c(C)c1	nt	nt	26.8%	i	0.6	3.5%	7.5%	nt	nt	i	22.5	nt	0.2%
C=CCn1c(O)c(C(C)=NCCN2CCCCC2)c(=O)[nH]c1=O	nt	nt	12.1%	i	1.2	-0.2%	6.9%	-16.1	-14.6	i	18.9	0.1%	-0.9%
CCOP(=O)(OCC)C1(C(=O)O)CCCC1	-4.4	1163	15.6%	i	0.7	-7.1%	8.5%	nt	nt	i	29.6	0.7%	nt
CN1CCN(C(=O)COc2ccc3ccccc3c2Br)CC1	-1.2	1002	3.8%	i	9.9	-5.8%	0.7%	3.3	0.7	i	21.6	-0.8%	-1.7%
COc1ccc(NC(=O)N2C[C@@H]3C[C@@H](C2)c2cccc(=O)n2C3)c(OC)c1	nt	nt	2.9%	i	2.2	-1.6%	5.9%	nt	nt	i	49.8	-0.1%	1.0%
Cc1ccc2c(c1)CC1(CN2C)C(=O)NC(=O)N(C(C)C)C1=O (stereo not drawn)	0.6	1148	14.4%	i	1.0	-19.9%	-8.7%	-4.8	0.4	i	56.5	-0.2%	0.7%
CN=C1CN(O)C(c2ccccc2)=c2cc(Cl)ccc2=N1	nt	nt	8.4%	i	1.1	8.3%	4.8%	nt	nt	i	63.7	0.7%	0.7%
O=c1c2ccccc2nc(/C=C/c2ccccn2)n1-c1ccccc1	nt	nt	6.1%	i	0.5	-6.9%	5.3%	nt	nt	i	60.7	0.4%	-0.8%
CCn1c(C)cc(/C=C2\C(=O)NC(=O)N(c3ccccc3C)C2=O)c1C	0.1	1568	10.2%	i	0.1	2.4%	5.1%	-6.0	-3.9	i	59.0	-0.2%	0.7%
Cc1ccc(OCC(=O)N2CCN(Cc3ccc([N+](=O)[O-])cc3)CC2)cc1	0.8	1267	10.7%	i	1.0	nt	163µM*	nt	nt	i	61.4	0.4%	3.1%
COc1ccc(N=C(C)c2c(O)[nH]c(=O)[nH]c2=O)cc1	nt	nt	6.3%	i	0.2	1.2%	-0.3%	nt	nt	i	44.5	-0.5%	16.1%
COc1cc(CN2CCNCC2)cc(OC)c1OC	nt	nt	3.3%	i	0.7	6.4%	6.8%	nt	nt	i	54.4	-0.3%	0.7%
Cn1ncnc2c(=O)n(C)c(=O)nc1-2	?	nt	nt	?	nt	nt	1.3%	nt	nt	i	30.1	-2.0%	-4.2%
CC1(C)C(c2ccccc2)=NC(c2cccnc2)=[N+]1[O-]	-1.2	1191	24.6%	i	0.2	1.3%	16.7%	5.7	15.5	i	28.4	0.0%	2.2%
COc1ccc(/C=C2/C(=O)NC(=S)N(C3CC3)C2=O)cc1CN1C(=O)c2ccccc2C1=O	-1.1	1130	48.5µM*	i	4.0	-10.2%	13.8%	-0.7	-7.7	i	55.1	-0.3%	0.8%
COc1ccc(NC(=O)c2cn(CCC#N)nc2-c2cccc([N+](=O)[O-])c2)cc1	0.1	1349	15.4%	i	0.0	-0.4%	2.5%	nt	nt	i	57.1	0.1%	-0.7%
CCOP(=O)(OCC)c1cccc(OP(=O)(c2cccc([N+](=O)[O-])c2)c2cccc([N+](=O)[O-])c2)c1	1.5	1233	8.2%	i	0.8	-8.2%	nt	nt	nt	i	27.1	0.0%	1.9%
Cc1nc2cc(-c3ccccc3)nn2c(C)c1CCC(=O)N1CCC2(CC1)OCCO2	-1.2	1181	-1.3%	i	1.5	3.1%	5.9%	2.0	15.5	i	16.4	-0.8%	0.9%
CC(=O)N1CN2CN(C1)CN(C(C)=O)C2	-0.8	505	-0.3%	i	0.4	-11.1%	0.8%	-8.7	-33.1	i	38.5	-0.4%	1.0%
OC[C@H]1O[C@@H](n2cnc3cc(Cl)c(Cl)cc32)[C@H](O)[C@@H]1O	nt	nt	9.5%	i	2.8	-1.7%	-6.2%	nt	nt	i	28.9	nt	-0.1%
C=C1C(=O)O[C@@H]2C[C@@H](C)[C@H]3C=CC(=O)[C@]3(O)C[C@@H]12	-0.3	1168	30.2%	nt	nt	3.3%	16.8%	nt	nt	i	18.8	?	13.1%
COc1ccc(C(=O)CC2(CC(=O)c3ccc(OC)cc3)C(=O)N(C)C(=O)N(C)C2=O)cc1	nt	nt	10.8%	i	1.0	0.2%	2.4%	9.5	11.6	i	32.4	0.1%	0.8%
CCOC(=O)C1=C(C)N(C)C2(C)CC1c1ccccc1O2 (stereo not drawn)	-4.7	981	4.5%	i	1.3	1.4%	4.4%	16.2	20.2	i	31.7	0.3%	2.2%
COc1ccc(-n2c(O)c(C=NCCN3CCN(C(C)=O)CC3)c(=O)[nH]c2=S)cc1	nt	nt	2.2%	i	0.3	1.0%	2.3%	nt	nt	i	13.8	-0.1%	0.3%
C[n+]1ccc(-c2ccncc2)cc1	-3.7	1053	8.8%	i	0.3	-3.5%	-2.2%	13.8	11.9	i	17.3	0.5%	0.0%
CCN(CC)CCOc1ccc(/C(=C(\Cl)c2ccccc2)c2ccccc2)cc1	nt	nt	6.8%	?	nt	2.6%	0.4%	nt	nt	i	42.4	nt	-3.7%
O=C(N/N=C/c1c(O)n(Cc2ccc(F)cc2)c(=S)[nH]c1=O)c1ccncc1	-2.8	1170	9.5%	i	0.8	-10.1%	8.1%	nt	nt	i	56.1	0.3%	nt
C=CCOc1ccc(CC2C(=O)N(C)C(=O)N(C)C2=O)cc1	1.1	1050	6.2%	i	1.2	-4.0%	1.2%	-0.1	19.8	i	23.4	-0.2%	0.5%
CCN(CC)CCCN=Cc1c(O)n(Cc2ccc(F)cc2)c(=O)[nH]c1=O	-2.9	941	-0.7%	i	0.9	6.9%	11.7%	13.1	-8.7	i	56.3	0.2%	0.4%
COc1ccccc1-n1c(O)c(/C=N/NC(=S)Nc2ccccc2)c(=O)[nH]c1=S	1.0	1341	17.8%	i	1.0	-14.9%	nt	nt	nt	i	29.6	0.1%	nt
COc1ccc2ccc(O)c(CN3CC=C(c4ccccc4)CC3)c2c1	-2.2	1068	18.8%	i	0.2	-1.2%	7.5%	60.9*	20.6*	i	30.3	-1.4%	4.3%
CC(=O)O[C@]1(C)C(=O)OC/C2=C/CN(C)CCC(OC(=O)[C@@](O)(C(C)O)C[C@H]1C)C2=O (stereo partly drawn)	nt	nt	0.7%	i	0.7	14.6%	11.3%	nt	nt	i	16.2	0.1%	0.4%
CC(C)OP(=O)(Oc1ccc(C(O)C(Cl)(Cl)Cl)cc1)OC(C)C (stereo not drawn)	2.7	1262	3.5%	i	0.9	-8.4%	5.0%	nt	nt	i	47.2	-1.1%	5.5%
Cc1[nH]n(-c2ccccc2)c(=O)c1C(c1ccc([N+](=O)[O-])cc1)c1c(C)[nH]n(-c2ccccc2)c1=O	-3.8	1019	8.3%	i	0.1	11.2%	10.1%	19.0	13.2	i	32.8	0.3%	0.2%
COC(=O)C1=C(N)Oc2cc(C)oc(=O)c2C12C(=O)Nc1ccccc12 (stereo not drawn)	-0.2	1032	-6.0%	i	0.0	-9.1%	2.3%	-0.6	-9.4	i	43.7	0.9%	1.9%
C(CCc1nn[nH]n1)CCc1nn[nH]n1	-2.4	500	6.3%	i	0.2	-10.7%	-4.3%	-4.8	-14.2	i	64.3	-0.1%	0.8%
COC(=O)C1=C(c2ccccc2OCc2ccccc2)C[C@@H]2CC[C@H]1N2C(=O)NCc1ccc(OC)c(OC)c1	nt	nt	nt	i	1.1	nt	6.9%	nt	nt	i	20.1	nt	-0.3%
CN(C)CC1CCCCC1=O (stereo not drawn)	-1.2	1316	2.6%	i	0.4	6.4%	6.8%	nt	nt	i	48.3	0.1%	-0.1%
COc1cccc(OC)c1C(=O)Nc1nc(N)n(-c2ccccc2)n1	1.8	1056	17.3%	i	0.6	-3.8%	4.5%	-5.0	3.2	i	52.8	0.0%	1.1%
Cc1ccc2occ(CN3CC4CC(C3)c3cccc(=O)n3C4)c(=O)c2c1 (stereo not drawn)	0.5	1108	4.7%	i	6.5	-7.0%	2.6%	7.9	2.1	i	27.3	-0.7%	1.2%
COC(=O)C1=C(c2cccc(OC)c2OC)C[C@@H]2CC[C@H]1N2C(=O)N1CCC(C)CC1	nt	nt	5.6%	i	1.8	3.3%	6.2%	nt	nt	i	29.1	-0.6%	-1.8%
O=C1C2CCCN2C(c2cccnc2)N1c1ccc(Cl)cc1 (stereo not drawn)	0.9	1524	17.1%	i	0.8	-2.3%	2.2%	-2.0	-7.2	i	19.0	-0.5%	-0.9%
Cc1oc(-c2ccccc2)nc1CN1C(=O)CN=C(c2ccccc2)c2ccccc21	0.9	470	4.0%	i	2.7	4.0%	7.0%	58.4*	2.1*	i	3.8	nt	4.5%
COc1ccc(OC)c(CN2CCN(C(=O)COc3cccc(C)c3)CC2)c1	6.2	715	-0.2%	i	0.6	-2.1%	31.0%	-8.3	-21.2	i	23.9	-0.6%	-1.4%
CCCCn1c(=O)c(C(=O)Nc2ccccc2C)c(O)c2ccccc21	nt	nt	0.8%	i	0.9	-1.3%	8.7%	nt	nt	i	59.6	-1.9%	4.4%
